# High-throughput results deposited in PubChem BioAssay by National Center for Advancing Translational Sciences (NCATS).
# MmCpn inh = blocks the Methanococcus maripaludis chaperonin Mm-Cpn. 330,000 compounds, 0.031% hits. purified Mm-Cpn ATPase, ADP Transcreener TR-FRET. Potency, µM (series often up to 76.9 µM), for the others: at the top dose activity, negative = inhibition, most hits filed as inhibitors; note: potency is the fitted concentration of half-maximal effect; % is set by controls: 0 for no effect and ±100 for the full control effect; nearly all actives have a fitted effect of over 80% in size
#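 Eu-cryptate anti-ADP/ADP-d2 competition gives a ratio inversely related to ADP. Enzyme at 25 nM was pre-exposed to compound for 10 min, then given 10 uM ATP for 30 min, 37°C throughout.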
# TGFb inhibitor = TGF-b pathway inhibition. HepG2 CAGA-GFP TGF-b/SMAD3 reporter, GFP fluorescence, 18 h; TGF-beta stimulated, 500 pg/mL final. Potency, µM (top dose mostly 46.1 µM), inactives show at the top dose activity, negative = inhibition, actives largely listed as inhibitors. AID 588855. 410,000 compounds, 1.2% hits; note: potency is the fitted concentration of half-maximal effect; % is set by controls: 0 for no effect and ±100 for the full control effect; nearly all actives have a fitted effect of over 65% in size
#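 HEPG2 CAGA-GFP, 1000 cells/well; 2 h settle, 37 C; cpd via pin tool; TGF-b 500 pg/mL final; 18 h, 37 C; GFP imaging ex488/em500-530; %Activity normalised to -TGF-b and +DMSO controls; CRC fit, curve class.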
# HepG2 tox = HepG2 cytotoxicity, counter-screen for TGF-b inhibitors; Potency, µM (titrated, usually from 46.1 µM), without a hit: at the highest dose activity change, negative = cytotoxicity, most hits filed as cytotoxic; HepG2 CAGA-GFP viability, ATP luminescence, 18 h; 410,000 compounds, 0.76% hits; note: potency is the fitted concentration of half-maximal effect; some results filed as inactive show a strong effect at the top dose
#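 HepG2 CAGA-GFP cells (1000/well, DMEM with 1% FBS) received compound, then TGF-beta at 500 pg/mL final, and were incubated 18 hours at 37 degrees C. Viability was read by CellTiter-Glo luminescence. Media-only wells were set as complete cell-killing and DMSO as no toxicity.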
# Akt phos inh = blocks phosphorylation of Akt | Neuro2A IGF-stimulated pAkt S473 HTRF, 20 min; stronger effect = lower value | activity change, % for hits at 50 µM | 360,000 compounds, 0.32% hits | AID 651550; in the data active = activity change below about -80%; inconclusive = mostly about -51% to -80%; note: % is set by controls: 0 for no effect and ±100 for the full control effect
#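 Single-point screen (50 µM final compound) in Neuro2A cells stimulated 20 min with 6 nM IGF at 37 deg C. After lysis, Ser473-phosphorylated Akt read by HTRF (ex 330 nm, em 615/665 nm) as the 665/615 ratio.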
# Nrf2 block = Nrf2 pathway inhibition | AID 504444 | Potency, µM (doses to about 46 µM), for inactives: top-dose activity change, negative = inhibition, actives largely listed as inhibitors | A549 ARE-Fluc reporter, luciferase luminescence, 18-24 h | 360,000 compounds, 2.1% hits; note: potency is the fitted concentration of half-maximal effect; % is set by controls: 0 for no effect and ±100 for the full control effect; nearly all actives have a fitted effect of over 60% in size
#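 Concentration-response testing used A549 ARE_Fluc cells at 5000 cells/well. Following an 18-24 h compound incubation, viability was read by fluorescence (Ex 405/Em 525) and luciferase output by luminescence.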
# Nrf2 ARE act = activators of Nrf2 (ARE) signaling; AREc32 ARE-luciferase reporter (MCF7-derived line), luminescence, 24 h; Potency, µM (highest dose often 46.1 µM), for the others: at the top dose activation, actives largely listed as activators; 410,000 compounds, 0.31% hits; AID 624171; note: potency is the fitted concentration of half-maximal effect; % of control where 0% means no effect; nearly all actives have a fitted effect of over 65% in size
#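 Cells of the AREc32 ARE-luciferase line are plated in OPTI-MEM containing 5% FBS and left overnight at 37 deg C. Compounds are pinned in, incubation continues 24 hr, and firefly luciferase signal is then measured.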
# Abeta rescue = compounds reversing amyloid beta toxicity in yeast; Potency, µM (series often up to 46.1 µM), for inactives: at the top dose growth rescue, usual class: activators; yeast expressing A-beta42, growth rescue, OD600, 48 h; response scale: 0% DMSO, 100% iron-clioquinol control; 410,000 compounds, 0.063% hits; note: potency is the fitted concentration of half-maximal effect; nearly all actives have a fitted effect of over 55% in size
#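 Growth rescue measured by 600 nm absorbance after 48 h yeast culture at 30 C with compound. Values normalized between DMSO and an equimolar ferric chloride plus clioquinol control.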
# CCT chaperon mod = modulators of cytosolic chaperonin (CCT/TRiC) activity. purified chaperonin ATPase assay, HTRF ADP detection, 30 min. activity change, % (no concentration beside the values), hits read low. 360,000 compounds, 0.3% hits. AID 651819; in the data active = activity change below about -30%; note: % is set by controls: 0 for no effect and ±100 for the full control effect
#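 TRiC (40 or 20 nM final, by batch activity) in 30 mM Tris pH 7.4, 100 mM KCl, 5 mM MgCl2, 1 mM DTT was treated with compound at 76 uM single dose, then 10 uM ATP, 30 min at 37 °C. ADP was read by HTRF Transcreener.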
# A549 tox = A549 cytotoxicity, counter-screen for Nrf2 inhibitors. AID 504648. 390,000 compounds, 0.16% hits. Potency, µM (series often up to 46 µM), without a hit: at the top dose activity change, negative = cytotoxicity, usual class: inhibitors. A549 ARE-Fluc cells, CellTiter-Fluor viability, 18-24 h; note: potency is the fitted concentration of half-maximal effect; % is set by controls: 0 for no effect and ±100 for the full control effect
#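 A549 ARE_Fluc cells in 5% FBS OPTI-MEM were exposed to compounds in concentration-response for 18-24 h at 37 deg C. Viability was read by CellTiter-Fluor fluorescence (Ex 405/Em 525) after 30 min, before the luciferase read.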
# * hit, by the source's call; i = inactive; ? = inconclusive; / = not tested or not shown; & = joins results of further samples; [ ] = dose if it differs, or a comment. Unless noted, calls come from the whole dose curve; as a rule, active = well fitted curve in the direction sought with a large enough effect; inconclusive = small, poorly fitted or top-dose-only effect, or another doubt; inactive = no such curve, though single readings can be large; an effect the other way counts as inactive or inconclusive.
structure,MmCpn inh,TGFb inhibitor,HepG2 tox,Akt phos inh,Nrf2 block,Nrf2 ARE act,Abeta rescue,CCT chaperon mod,A549 tox
O=C(N/N=C\c1ccc(Cl)s1)c1ccc(Cn2cccn2)o1,-13%,0%,0%,i,-1%,-0.4%,-1%,-8.0,5%
Cc1cc(C(=O)Nc2cccnc2)cs1,-3%,0%,3%,i,?,3.5%,12%,0.9,0%
CCOC(=O)C1(CCOc2ccccc2)CCN(Cc2ccc(OC)cc2)CC1,/,-24%,-32%,i,?,1.5%,12%,1.1,-10%
CCOc1ccccc1C(=O)N[C@H](C(=O)NNC(=O)c1cccs1)C(C)C,1%,7%,0%,i,3%,0.1%,35%,-1.6,-1%
Cc1nonc1CC(=O)N1CCCC(C(=O)c2ccc(Cl)cc2)C1 (stereo not given),1%,0%,-2%,i,18%,0.3%,-4%,0.2,-3%
CCOC(=O)c1cccc(NC(=O)C(C)n2nc(C)c3c(C)n(-c4ccccc4)nc3c2=O)c1 (stereo not given),/,?,-35%,/,-18%,3.5%,3%,/,7%
FC(F)Oc1ccc(NC(=S)Nn2cnnc2)cc1,-1%,16µM*,2%,i,1%,2.7%,-6%,-1.1,-5%
CC(C)CCOc1cccc(OCC(=O)NC2CCS(=O)(=O)C2)c1 (stereo not given),-2%,?,-20%,i,?,-0.6%,-1%,0.8,-3%
COc1ccc(CNC(=O)[C@@H]2CC=C[C@@H]3CCN(Cc4ccccc4)C(=O)[C@@H]32)cc1,/,-11%&-17%,-18%&-4%,i,10%,-0.1%,11%,-0.9,-2%
CC1CCCC(C)N1C(=O)CSc1nc2ccccc2s1 (stereo not given),-1%,?,-29%,/,?,5.6%,-12%,-1.7,-2%
CCc1ccc(-n2c(SCC(=O)N3CCC(C(=O)O)CC3)nnc2-c2ccncc2)cc1,1%,-3%,-7%,i,1%,0.2%,-3%,-18,2%
Cc1ccc(C(=O)Nc2ncccc2O)cc1S(=O)(=O)N1CCCCC1,0%,-6%,4%,i,-9%,-0.1%,-14%,-2.7,-3%
CC(=O)NC(=O)COC(=O)/C=C/c1c(C)nn(Cc2c(Cl)cccc2Cl)c1Cl,3%,0%,-1%,i,?,-0.3%,-1%,-0.2,0%
CCn1c(CN2CCN(CCO)CC2)nc2ccccc21,-1%,1%,0%,i,13%,-1.4%,-18%,0.1,?
O=c1c2ccccc2sc2ccc(Cl)cc12,?,-1%,7%,i,?,15%,-16%,-26,2%
Cc1ccc(CNC(=O)Nc2ccc(F)cc2)n1C,0%,0%,-1%,i,6%,0.0%,-4%,-6.6,-1%
O=C(CCl)Nc1cccc(S(=O)(=O)NC2=NCCCCC2)c1,2%,?,11µM*,i,21µM*,?,-3%,1.7,-1%
N#CC(c1ccc(Cl)nn1)c1ccc(Cl)cc1Cl (stereo not given),1%,3%,-4%,i,-5%,3.2%,-20%,0.5,-3%
CCC1CCCCN1C(=S)NC(=O)c1cccs1 (stereo not given),0%,36%[activator],0%,i,-4%,4.1%,27%,-0.9,-4%
COc1ccc(N/C=C/C(=O)c2ccc3c(c2)OCO3)cc1OC,-2%,-22%,-2%,i,13%,4.0%,-58%[inhibitor],1.5,-1%
COCCNc1nc2c(c(=O)n(Cc3cccc(Cl)c3)c(=O)n2C)n1C,0%,8%&13%,7%&-7%,i,-8%&-11%,-0.1%&0.4%,6%&2%,-2.2,2%&2%
Cc1cc(OC(C)C(=O)N2CCN(c3ccc(F)cc3)CC2)c2c(C)c(C)c(=O)oc2c1 (stereo not given),0%,1%,-6%,i,26µM*,-0.9%,16%,0.2,-18%
CCn1c(=S)[nH]c2c(=O)n(C)c(=O)n(C)c21,/,-3%,0%,i,-4%,-0.4%,-4%,-0.3,2%
CCOc1ccccc1NC(=O)NCc1cccnc1,-2%,5%,-9%,i,-16%,-0.3%,-20%,1.9,8%
CCOc1ccccc1NC(=O)C(OC(=O)c1cnccn1)c1ccccc1 (stereo not given),4%,-10%,2%,i,8%,0.2%,12%,-1.4,-3%

# Next part; the last 2 above are carried over.
structure,MmCpn inh,TGFb inhibitor,HepG2 tox,Akt phos inh,Nrf2 block,Nrf2 ARE act,Abeta rescue,CCT chaperon mod,A549 tox
CCOc1ccccc1NC(=O)NCc1cccnc1,-2%,5%,-9%,i,-16%,-0.3%,-20%,1.9,8%
CCOc1ccccc1NC(=O)C(OC(=O)c1cnccn1)c1ccccc1 (stereo not given),4%,-10%,2%,i,8%,0.2%,12%,-1.4,-3%
CCCn1cnnc1CNC(=O)C1CCC(=O)N(CCc2cccc(F)c2)C1 (stereo not given),0%,4%,-20%,i,1%,-0.6%,-1%,0.5,3%
COC1=CCC2([N+](=O)[O-])CN(CC(=O)O)CC1([N+](=O)[O-])C2 (stereo not given),1%,-30%,4%,i,4%,0.6%,5%,0.6,-4%
Cc1c2c(nc3ccccc13)CCC(C)C2 (stereo not given),1%,-10%,-13%,i,2%,0.0%,-10%,-3.9,3%
CCOC(=O)c1ccc(S(=O)(=O)NNS(=O)(=O)c2ccc(C)cc2)cc1,1%,-5%,-10%,i,1%,-0.7%,14%,-1.4,0%
CCc1ccc(NC(=O)CSc2nc3c(c(=O)[nH]2)CN(Cc2ccc4c(c2)OCO4)CC3)cc1,/,?,-25%,/,-6%,-0.2%,-16%,/,-1%
Cc1ccc2c(c1)COc1c3ccc(C(=O)N[C@@H](C)CO)cc3nn1-2,-2%,7%,1%,i,1%,0.5%,2%,1.7,-2%
O=S(=O)(Nc1cccc(-c2ccc(N3CCCC3)nn2)c1)c1cc(F)ccc1F,/,-4%,-15%,/,/,0.4%,1%,/,-1%
CC(C)Cc1cc(C(=O)Nc2cc(Br)ccc2O)no1,-1%,?,-39%,i,18%,26%,-9%,-1.4,6%
COc1cccc(CNc2nc3ccccc3c3nc(-c4cccc(C)c4)nn23)c1,/,0%,-15%,/,?,25%,-12%,/,10%
COc1ccc(C2=C(C)C(=O)N(Cc3ccc(C(=O)NC(C)c4ccccc4)cc3)S2(=O)=O)cc1 (stereo not given),/,1%,-6%,/,23%,-0.6%,-2%,/,1%
CCOC(=O)c1oc2ccccc2c1COC(=O)CNC(=O)c1cccc(C)c1,-5%,15%,-2%,i,3%,-0.4%,-1%,-2.8,-6%
CCOc1cc(N2CCOCC2)c(OCC)cc1NC(=O)CSc1nnc(N)s1,0%,13%,10%,i,-7%,2.5%,5%,0.5,0%
C=CCSc1nnc(NC(=O)C23CC4CC(CC(NC(C)=O)(C4)C2)C3)s1,-1%,-6%,-13%,i,11%,-0.3%,14%,-1.1,-7%
COc1ccc(C(=O)Nc2ccc(C)c(S(=O)(=O)N3CCOCC3)c2)cc1S(=O)(=O)N1CCCC1,/,11µM*,-7%,i,-21%,-0.9%,7%,-2.0,1%
CC(=O)NC1(NC(C)=O)CCN(C)C(c2ccccc2)C1C (stereo not given),0%,40%,-6%,i,/,-0.8%,0%,0.7,1%
O=C(NCc1ccccc1)C(Cc1ccccc1)NS(=O)(=O)c1cccc2nsnc12 (stereo not given),0%,-5%,-20%,i,?,-0.1%,16%,-6.4,?
COc1cc(/C=N/NS(=O)(=O)c2ccccc2)ccc1OS(=O)(=O)c1ccc(C)cc1,2%,-3%,6%,i,?,-0.6%,33%,1.6,7%
COc1ccc(C2CC(c3ccc([N+](=O)[O-])cc3)=NN2C(C)=O)cc1 (stereo not given),-2%,-5%,-11%,i,11%,-0.3%,-8%,2.1,2%
Cc1cc(C)cc(-n2cnc3cc(C(=O)NC4CCCCCC4)ccc32)c1,/,?,-23%,/,/,-0.9%,6%,/,-14%
CCN(CC)S(=O)(=O)c1ccc2c(c1)c(=O)c(C(=O)N1CCc3ccccc3C1)cn2C,1%,-8%,-13%,i,15%,0.1%,-3%,-0.1,23%
CCOc1cccc(OCCCn2c(-c3ccc(Br)cc3)nc3ccccc3c2=O)c1,/,-10%,-45%,/,-4%,0.3%,-8%,/,-6%
Cc1nc2c3ccccc3nc(NNC(=O)CCC(=O)N3CCN(c4cccc(Cl)c4)CC3)n2n1,/,?,-27%,/,0%,5.6%,-9%,/,-11%
COc1cccc(CN2CCNC(=O)C2CC(=O)NCCN2CCOCC2)c1OC (stereo not given),0%,12%,-2%,i,6%,-0.3%,15%,-2.9,-4%
Cc1cc(NC(=O)c2cccc(S(=O)(=O)N3CCCCCC3)c2)no1,?,2%,-12%,i,?,0.3%,-9%,-3.8,-4%
CC(=O)c1c(C)[nH]c(C(=O)N2CCc3ccccc3C2)c1C,2%,24%,-41%,i,?,4.8%,4%,-2.8,-5%
O=C(Nc1ccc2c(c1)oc1ccccc12)c1ccc2c(c1)OCO2,-10%,4%,-12%,i,-25%,4.1%,-1%,-2.6,?
CCSc1ccccc1C(=O)NCc1ccco1,-6%,27%,-9%,i,7%,0.0%,0%,0.0,1%

# Single entries from the results shown.
# Cc1c2c(nc3ccccc13)CCC(C)C2 (stereo not given) – A549 tox = 3%
# Cc1cc(C)cc(-n2cnc3cc(C(=O)NC4CCCCCC4)ccc32)c1 – Nrf2 ARE act = -0.9%
